MrgX1 allo act = human MrgX1 positive allosteric modulation, primary screen | Q96LB2 | MrgX1-HEK293, Fluo-4 calcium flux, FDSS; active compounds read high | B-score at 10 µM | 0.63% of 310,000 active | AID 588675;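 active means plate-corrected calcium response at least 3 library SD above typical, normal starting fluorescence, not activating the receptor alone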;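 further: compound read alongside a low EC10 to EC30 dose of BAM8-22 agonist; peak minus trough fluorescence over baseline measured at the second addition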
MrgX1 agonist = activates human MrgX1 receptor signaling. 0.44% of 310,000 active. Q96LB2. B-score at 10 µM. MrgX1-HEK293 cells, Fluo-4 calcium fluorescence, agonist mode; active compounds read high;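 active means calcium response B-score plate-corrected fluorescence ratio at least 3 library SD, with starting fluorescence B-score inside 5 SD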
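Test system: Stable human MrgX1 HEK293 cell line | Schedule: Overnight plating before 1 h dye loading | Read-out basis: Baseline-normalised fluorescence change ratio, B-scored | Detection: Kinetic calcium dye fluorescence, Fluo-4 NW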
TRPC4 block = inhibitors of mouse TRPC4 channel; HEK293 TRPC4beta/mu-opioid, DAMGO-evoked Fluo4 calcium flux; active compounds read low; Q9QUQ5; B-score at 10 µM; AID 2247; 0.39% of 300,000 active;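 active means B-score over 3 SD under the library average, no early fluorescence shift, positive overall ratio signal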
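Assay system: HEK293 cells with stable TRPC4beta plus mu-opioid receptor expression. Dosing: single dose. Measured by: Fluo4 Ca2+ flux fluorescence. Also added: DAMGO in two steps, submaximal then maximal. Read-out: B score from integrated Fluo4 fluorescence ratio.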
TRPC6 act = mouse TRPC6 channel activation. HEK293-TRPC6 membrane potential dye fluorescence; active compounds read high. B-score at 10 µM. Q61143. 0.13% of 310,000 active. AID 2550;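 active means B-score of the integrated fluorescence ratio above library mean plus 3 SD, and starting fluorescence ratio within library mean plus 5 SD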;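 further: higher score means more depolarization so channel activation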
Target sequence (Q61143 whole entry, looked up): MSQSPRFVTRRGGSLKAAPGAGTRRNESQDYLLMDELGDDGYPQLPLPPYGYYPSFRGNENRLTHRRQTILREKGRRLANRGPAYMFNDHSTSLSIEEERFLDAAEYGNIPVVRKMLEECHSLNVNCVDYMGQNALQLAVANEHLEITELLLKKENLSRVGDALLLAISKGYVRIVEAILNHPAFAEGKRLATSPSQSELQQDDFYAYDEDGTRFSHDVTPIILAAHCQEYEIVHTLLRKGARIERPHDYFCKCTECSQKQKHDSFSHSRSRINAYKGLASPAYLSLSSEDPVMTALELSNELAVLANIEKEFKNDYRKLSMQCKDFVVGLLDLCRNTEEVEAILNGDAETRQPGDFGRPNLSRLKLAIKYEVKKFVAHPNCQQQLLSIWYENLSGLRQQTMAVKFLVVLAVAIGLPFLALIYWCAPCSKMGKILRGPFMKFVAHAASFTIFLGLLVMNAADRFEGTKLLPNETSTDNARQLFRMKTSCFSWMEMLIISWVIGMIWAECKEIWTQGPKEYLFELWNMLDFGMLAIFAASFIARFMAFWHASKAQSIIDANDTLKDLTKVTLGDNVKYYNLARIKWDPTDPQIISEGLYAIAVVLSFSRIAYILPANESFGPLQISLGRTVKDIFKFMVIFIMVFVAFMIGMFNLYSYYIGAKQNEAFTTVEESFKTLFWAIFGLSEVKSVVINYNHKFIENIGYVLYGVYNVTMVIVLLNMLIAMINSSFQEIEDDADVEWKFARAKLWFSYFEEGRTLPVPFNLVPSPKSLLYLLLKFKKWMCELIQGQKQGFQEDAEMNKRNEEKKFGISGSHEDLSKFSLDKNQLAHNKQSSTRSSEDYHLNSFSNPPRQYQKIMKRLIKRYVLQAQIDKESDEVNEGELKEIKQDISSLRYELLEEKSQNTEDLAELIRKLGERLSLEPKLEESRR
MrgX1 antagonist = blocks BAM8-22 activation of human MrgX1 receptor; Q96LB2; MRGX1-HEK293 calcium flux, Fluo-4, BAM8-22 antagonism; active compounds read low; B-score at 10 µM; 1.3% of 310,000 active; AID 588676;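 active means calcium-response B-score plate-corrected more than 3 library SD below zero, starting fluorescence within 5 deviations, no agonist response on first addition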;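 further: peak minus trough fluorescence over baseline after final BAM8-22 challenge near maximal dose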
TMEM16A act = activators or potentiators of mouse TMEM16A chloride channel; HEK293 TMEM16A/YFP-H148Q/I152L, iodide quench fluorescence; active compounds read low; B-score at 10 µM; 0.3% of 340,000 active; AID 623877;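 active means fluorescence-ratio B-score plate-corrected deviation score at least 3 library SD below zero, with starting fluorescence score within 5 deviations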;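 further: channel opened by trigger with iodide after compound preincubation; score built on the fluorescence ratio of max minus min over baseline; more negative score means more quench and so TMEM16A activation or potentiation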
TRPC4 PAM = allosterically enhances the mouse TRPC4 cation channel. B-score at 10 µM. AID 2227. 0.42% of 310,000 active. HEK293 TRPC4beta/mu-opioid, DAMGO EC20, Fluo-4 Ca2+ flux; active compounds read high. Q9QUQ5;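 active means B-score of calcium response area above 5 SD of library B-scores, with initial fluorescence ratio within 5 SD of library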;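 further: B-score of integrated fluorescence ratio over time as area under calcium response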
TRPC6 inh = blocks the mouse TRPC6 cation channel. Q61143. HEK293-TRPC6, membrane potential dye, ACh-evoked depolarization; active compounds read low. B-score at 10 µM. 1.1% of 310,000 active. AID 2553;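 active means B-score under library mean minus 3 SD, initial fluorescence not abnormally high, positive integrated signal ratio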;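 further: B-score derived from integrated fluorescence ratio over the kinetic read; more negative B-score means stronger inhibition of depolarization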
SKKanGAS inh = inhibitors of SKKanGAS S. pyogenes growth in kanamycin (SK-promoter or general growth effect). inhibition, % at 7.5 µM. BacTiter-Glo, 6 h. 1.3% of 300,000 active. AID 1662;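 active means mean replicate score, as percent of positive control median, at least 50; inconclusive means mean below 50 but one replicate at or above 50; inactive means mean and every replicate below 50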;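 further: strain carries kanamycin resistance gene driven by streptokinase promoter and grows in 40 µg/ml kanamycin; loss of luminescence reflects streptokinase promoter inhibition or plain growth inhibition; 0% = median of DMSO wells and 100% = positive control at its reference dose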
TMEM16A inh = blocks the mouse calcium-activated chloride channel TMEM16A; 1.2% of 310,000 active; normalized B-score (activity score, 25-100; higher = stronger inhibition) at 10 µM; HEK293 TMEM16A/YFP iodide influx fluorescence, ionomycin;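 active means ratio plate-corrected score three or more library SD toward inhibition, starting fluorescence score within five deviations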;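 further: score derived from kinetic fluorescence span divided by baseline fluorescence per well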
TRPC4 agonist = activators of mouse TRPC4 channel; Q9QUQ5; HEK293 TRPC4beta/mu-opioid, Fluo4 calcium fluorescence; active compounds read high; B-score at 10 µM; 0.49% of 310,000 active; AID 2237;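 active means B-score above 5 SD of library B-scores, and initial fluorescence ratio not above library mean plus 5 SD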;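 further: positive B-score marks a calcium rise read as TRPC4 activation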
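Material: TRPC4beta and mu-opioid receptor HEK293 stable cells | Incubation: 45 min room-temperature Fluo4 loading, 110 s read | Detection: Kinetic Fluo4 calcium fluorescence | Measure: Integrated baseline-normalised fluorescence ratio, converted to per-well B score | Benchmarks: Low control buffer alone, high control maximal DAMGO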
* marks the source's active call; other numbers are inactive results; i = inactive; ? = inconclusive; . = no result given.

mol	MrgX1 allo act	MrgX1 agonist	TRPC4 block	TRPC6 act	MrgX1 antagonist	TMEM16A act	TRPC4 PAM	TRPC6 inh	SKKanGAS inh	TMEM16A inh	TRPC4 agonist
N#Cc1ncc(-c2ccc3c(c2)OCCOCCOCCOCCOCCO3)nc1C#N	i	i	-6*	i	i	i	i	i	28	i	i
Cc1ccc(S(=O)(=O)NCC2NCCc3ccccc32)cc1 (stereo not given)	i	i	i	i	i	i	i	i	-19	i	i
CC1CN(C(=O)CCn2c(=O)oc3ccccc32)CC(C)O1 (stereo not given)	i	i	i	i	i	i	i	i	1	i	i
C#CCNC(=O)C1=C[C@H](c2ccc(C(F)(F)F)cc2)[C@@H](CCCO)[C@H](OCC)O1	i	i	i	i	i	i	i	i	-3	i	i
Cc1ccccc1N(C)C(=O)C1CCCN(c2ncnc3c2nc2n3CCCCC2)C1 (stereo not given)	i	i	i	i	i	i	i	i	3	i	i
CC(NC(=O)COc1ccccc1F)C1CC2CCC1C2 (stereo not given)	i	i	i	i	i	i	i	i	9	i	i
COc1ccccc1NC(=O)Cc1noc(CN(C)Cc2cccs2)n1	i	i	i	i	i	i	i	i	-4	i	i
Cc1cc(-c2nnc(CCC(=O)NC(C)c3ccccc3Cl)o2)no1 (stereo not given)	i	i	i	i	i	i	i	i	5	i	i
CCOC(=O)c1c(NC(=S)N2CCN(C)CC2)sc2c1CCN(C(=O)OCC)C2	i	i	i	i	i	i	i	i	8	i	i
O=c1cc[nH]c2ccc([N+](=O)[O-])cc12	i	i	i	i	i	i	i	i	3	i	i
CC1(c2cc([N+](=O)[O-])cc([N+](=O)[O-])c2)CC(C)(C)N(C(=O)c2ccccc2)c2ccccc21 (stereo not given)	i	i	i	i	i	i	i	i	9	i	i
COc1ccccc1N1CCN(C(=O)c2cc(N3C(=O)C4C5CCC(C5)C4C3=O)ccc2Cl)CC1 (stereo not given)	i	i	i	i	i	i	i	i	-2	i	i
Cc1[nH]c(C)c(S(=O)(=O)NCc2ccc(Cl)cc2)c1C(=O)N1CCCC1	i	i	i	i	i	i	i	i	-1	i	i
CN(C)S(=O)(=O)N1CCC(n2nccc2NC(=O)CCc2ccccc2)CC1	i	i	i	i	i	i	i	i	?	i	i
Cc1cc(C)n(CC(=O)N/N=C/c2cccs2)n1	i	i	i	i	-4.6*	i	i	i	-2	i	i
COc1cccc(NC(=O)c2ccc(C(=O)c3ccccc3)o2)c1	i	i	i	i	i	i	i	i	0	i	i
Cc1nnc(SC(=O)N2c3ccccc3Sc3ccccc32)s1	i	i	i	i	i	i	i	i	-5	i	i
CCCCCCCN1C(Nc2ccccc2)=NC[C@@H]1Cc1ccccc1	i	i	i	i	i	i	i	i	0	i	i
COc1ccc(C(=O)NCCC2=CCCCC2)cc1S(=O)(=O)N1CCOCC1	i	i	i	i	i	i	i	i	44	i	i
Cc1csc(SCCn2c(Br)nc3c2c(=O)[nH]c(=O)n3C)n1	i	i	i	i	i	i	i	i	-3	i	i

The list continues:
mol	MrgX1 allo act	MrgX1 agonist	TRPC4 block	TRPC6 act	MrgX1 antagonist	TMEM16A act	TRPC4 PAM	TRPC6 inh	SKKanGAS inh	TMEM16A inh	TRPC4 agonist
COc1cc(NS(=O)(=O)c2ccc(NC(=S)NC(=O)c3ccc(Br)cc3)cc2)ncn1	i	i	i	i	i	i	i	i	16	i	i
ClC1(Cl)CC1Cn1cnc2ccccc21 (stereo not given)	i	i	i	i	i	i	i	i	-7	i	i
c1ccc2c(Nc3ccc4c(c3)OCCO4)c3c(nc2c1)CCC3	i	i	i	i	i	i	i	i	5	i	i
Cc1cc(NCc2cccnc2)nc(N)n1	i	i	i	i	i	i	i	i	4	i	i
COc1ccc(-c2noc3c2-c2nc(-c4cccc(C)c4)sc2CC3)cc1	i	i	i	i	i	i	i	i	-1	i	i
Oc1ccc(N=Cc2ccc(OCc3ccccc3)cc2)cc1	i	i	i	i	i	i	i	i	23	i	i
N=c1oc2ccccc2cc1C(=O)Nc1cccc(F)c1	i	i	i	i	i	i	i	i	5	i	i
COC(=O)CCC(=O)Nc1ccc(S(=O)(=O)Nc2nc(C)cc(C)n2)cc1	i	i	i	i	i	i	i	i	-3	i	i
CN1C(=O)S/C(=C/c2cccnc2)C1=O	i	i	i	i	i	i	i	i	0	i	i
Cc1cccc(C(=O)NN(C)c2nc(-c3ccccc3)nnc2C(F)(F)F)c1	i	i	i	i	i	i	i	i	-17	i	i
Cc1cc(=O)n2nc(N3CCCC(C(=O)NCc4cccc(Br)c4)C3)sc2n1 (stereo not given)	i	i	i	i	i	i	i	i	1	i	i
CCCNC(=O)C1Cc2cc(S(=O)(=O)N3CCCC3)ccc2N1C(C)=O (stereo not given)	i	i	i	i	i	i	i	i	-3	i	i
O=C(Nc1ccc(CN2CCOCC2)cc1)c1cc2ccccc2o1	i	i	i	i	i	i	i	i	-4	i	i
C=CCNC(=O)c1onc(CCl)c1C(=O)OC	i	i	i	i	i	i	i	i	-1	i	i
[O-][n+]1onc2c1CCC(=N/O)/C2=N\Nc1ccccc1	i	i	i	i	i	.	i	i	4	i	i
O=C(C1CCN(S(=O)(=O)c2ccc(F)cc2)CC1)N1CCOCC1	i	i	i	i	i	i	i	i	-5	i	i
CCc1ccc(-c2nc(CSCC(=O)NCc3ccco3)c(C)o2)cc1	.	.	i	i	.	i	i	i	-4	.	i
Cc1ccccc1NC(=O)c1nn(-c2ccc(F)c(F)c2)ccc1=O	i	i	i	i	i	i	i	i	3	i	i
COc1cc2ccccc2cc1C(=O)Nc1ccccc1N1CCN(S(C)(=O)=O)CC1	i	i	i	i	i	i	i	i	23	i	i
Cc1ccc(O)c(C(=O)CC(=O)c2ccc(Cl)cc2)c1	i	i	i	i	i	i	i	i	96*	i	i

The list goes on:
mol	MrgX1 allo act	MrgX1 agonist	TRPC4 block	TRPC6 act	MrgX1 antagonist	TMEM16A act	TRPC4 PAM	TRPC6 inh	SKKanGAS inh	TMEM16A inh	TRPC4 agonist
CC(=O)Nc1ccc(S(=O)(=O)N2CCSCC2)cc1	i	i	i	i	i	i	i	i	4	i	i
COc1cccc2sc(Nc3nc(-c4ccncc4)cs3)nc12	i	i	i	i	i	i	i	i	12	i	i
COc1ccc(C(=O)Nc2cc(OC)cc3cccnc23)cc1	i	i	i	i	i	i	i	i	-5	i	i
CCCC(=O)Nc1ccc(Cl)c(NC(=O)c2ccc([N+](=O)[O-])cc2Cl)c1	i	i	i	i	i	i	i	i	-12	i	i
Cc1cccc(N2CCN(Cc3cc(=O)n4ccsc4n3)CC2)c1C	i	i	i	i	i	-14*	i	i	6	i	i
O=C(Oc1ccc([N+](=O)[O-])cc1)c1ccc(Cl)c(S(=O)(=O)N2CCCCC2)c1	i	i	i	i	i	.	i	i	7	i	i
CCOc1ccccc1CNc1nc2nc3c(c(=O)n2[nH]1)CCC3	i	i	i	i	i	i	i	i	5	i	i
N#Cc1ccc(CSc2nnc(Nc3ccccc3)s2)cc1	i	i	i	i	i	.	i	i	-6	i	i
COc1cc(Cc2ccc(N)c(OC)c2)ccc1N	i	i	i	i	i	i	i	i	7	i	i
COc1ccc(NS(=O)(=O)c2ccc3c(c2)NC(=O)CC(=O)N3)cc1OC	i	i	i	i	i	i	i	i	-1	i	i
Cc1ccc(SCC(=O)n2nc(C)cc2C)cc1	i	i	i	i	i	i	i	i	16	i	i
Cc1ccc(N(CN2CCCC2=O)C(=O)c2ccc(OC(C)C)cc2)cc1	i	i	i	i	i	i	i	i	4	i	i
Cc1sc(NC(=O)c2ccco2)c(C(Nc2ccccn2)c2ccccc2)c1C (stereo not given)	i	i	i	i	i	i	i	i	-16	i	i
Cc1ccc(S(=O)(=O)N2CCN(C(=O)N(C)C)CC2)cc1C	i	i	i	i	i	i	i	i	-1	i	i
O=C(O)c1ccc(CNCc2cccc(OCc3ccc(F)cc3)c2)cc1	i	i	i	i	i	i	i	i	2	i	i
O=C(O)c1ccc2c(c1)C(=O)N(c1ccc(C(=O)OCC(=O)c3ccccc3)cc1)C2=O	i	i	i	i	i	i	i	i	14	i	i
CC(C)(C)N1C(=O)[C@H]2[C@@H](c3ccc(Br)cc3)N3C(=O)N(c4cccc(Br)c4)C(=O)[C@@]3(Cc3ccccc3)[C@H]2C1=O	i	i	i	i	i	i	i	i	-2	i	i
OCCC1CN(Cc2cccc(OC3CCCC3)c2)CCN1Cc1ccsc1 (stereo not given)	i	i	i	i	i	i	i	i	-4	i	i
CC(=O)c1ccc(S(=O)(=O)NC2CC(=O)N(c3cccc(F)c3)C2)cc1 (stereo not given)	i	i	i	i	i	i	i	i	1	i	i
Cc1cc(=O)[nH]c(SCC(=O)Nc2ccccc2[N+](=O)[O-])n1	i	i	i	i	i	i	i	i	4	i	i

Other compounds follow:
mol	MrgX1 allo act	MrgX1 agonist	TRPC4 block	TRPC6 act	MrgX1 antagonist	TMEM16A act	TRPC4 PAM	TRPC6 inh	SKKanGAS inh	TMEM16A inh	TRPC4 agonist
COc1ccc(NC(=S)N(CCN(C)C)Cc2cccs2)cc1	i	i	i	i	i	i	i	i	1	i	i
NC(=O)NC(=O)CSc1nc(C2CCCCC2)n(-c2ccccc2)n1	i	i	i	i	i	i	i	i	1	i	i
COC(=O)c1sccc1NC(=O)c1c(-c2ccccc2)noc1C	i	i	i	i	i	i	i	i	-5	i	i
CCOC(=O)CNc1cccc(C(F)(F)F)c1	i	i	i	i	i	i	i	i	-10	i	i
CC1CCCC(C)N1C(=O)COc1ccc(C(=O)Nc2ccccc2N2CCOCC2)cc1 (stereo not given)	i	i	i	i	i	i	i	i	0	i	i
Cc1ccc(C)n1-c1ccc(-c2nnco2)cc1	i	i	i	i	i	i	i	i	0	i	i
N#C/C(=C\c1c[nH]c2ccc(Br)cc12)c1ccccn1	i	i	i	i	i	i	i	i	51*	i	i
CCC1CCCCN1CCCNC(=O)c1ccc2c(c1)N(Cc1ccc(F)cc1)C(=O)c1ccccc1S2=O (stereo not given)	i	i	i	i	i	i	i	i	2	i	i

The order is random (roughly 6.7% active in at least one column).
